PPARg SRC-3 ag: promotes SRC-3 coactivator recruitment by human PPARgamma; activation, % at 8 µM; biochemical PPARgamma/SRC-3 coactivator recruitment assay; AID 731; P37231; 200,000 compounds, 0.26% hits; in the data active means activation above about 23%;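 further: 0% = DMSO and 100% = reference agonist; some compounds past the cut are filed as inactive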
Target sequence (P37231 whole entry, looked up): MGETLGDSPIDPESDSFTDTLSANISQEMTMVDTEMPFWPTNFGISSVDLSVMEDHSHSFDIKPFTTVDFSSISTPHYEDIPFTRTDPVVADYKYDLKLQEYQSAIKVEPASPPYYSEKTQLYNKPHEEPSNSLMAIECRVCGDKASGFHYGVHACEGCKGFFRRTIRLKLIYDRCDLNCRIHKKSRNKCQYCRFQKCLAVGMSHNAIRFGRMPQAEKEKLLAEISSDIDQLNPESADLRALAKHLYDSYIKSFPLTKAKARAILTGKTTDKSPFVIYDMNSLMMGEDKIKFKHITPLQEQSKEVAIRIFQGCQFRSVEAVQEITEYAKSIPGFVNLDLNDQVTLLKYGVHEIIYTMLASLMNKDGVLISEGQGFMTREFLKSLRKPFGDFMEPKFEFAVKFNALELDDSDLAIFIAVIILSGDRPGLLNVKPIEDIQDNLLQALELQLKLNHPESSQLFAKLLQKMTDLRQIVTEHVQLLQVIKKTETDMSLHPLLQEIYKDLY
PPARg SRC2 recr: agonists of SRC-2 recruitment by human PPARgamma | PPARgamma LBD-SRC-2 recruitment, biochemical | activation, % at 8 µM | 200,000 compounds, 0.34% hits; in the data active means activation above about 22%;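 further: 0% = vehicle and 100% = reference agonist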
STAT3 blocker: STAT3 signaling inhibition; U3A cells, IL-6 STAT3-luciferase reporter, luminescence; host cell line lacks STAT1; inhibition, % at 5.5 µM; 190,000 compounds, 0.89% hits; AID 862;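 active means inhibition above the mean inhibition across all screened compounds plus 3 SD, cut at about 44% in these data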;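 further: 0% = DMSO only wells and 100% = 100 µM nifuroxazide control wells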
TLR4-MyD88 BLA: blocks binding of human TLR4 to MyD88; AID 861; HeLa CL3-4 TLR4/MyD88 BLA complementation, FRET ratio; O00206+Q99836; 200,000 compounds, 0.18% hits; inhibition, % at 8.4 µM; in the data active means inhibition above about 25%;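 further: 0% = vehicle and 100% = reference inhibitor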
STAT1 blocker: inhibitors of IFN-gamma induced STAT1 signaling; 200,000 compounds, 0.35% hits; inhibition, % at 5.5 µM; NIH 3T3 STAT1-luciferase reporter, luminescence;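 active means inhibition above a set limit, the mean inhibition across all tested compounds plus 3 SD, cut at about 34% in these data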;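 further: 0% = IFN-gamma with DMSO and 100% = IFN-gamma with 300 µM nifuroxazide; values of inactives mirror those of a sister screen read the other way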
PPARg SRC1 recr: promotes SRC-1 coactivator recruitment by human PPARgamma; activation, % at 8 µM; PPARgamma-SRC-1 coactivator recruitment biochemical assay; 200,000 compounds, 0.41% hits; AID 631; P37231; in the data active means activation above about 19%;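 further: 0% = DMSO and 100% = reference agonist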
STAT3 act: STAT3 signaling activation | 190,000 compounds, 0.91% hits | AID 871 | U3A cells, IL-6 STAT3-luciferase reporter, luminescence; 100% = signal with IL-6 EC80 alone | activation (% of control), % at 5.6 µM;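 active means activation above the screen-wide mean of compound activation plus 3 SD, cut at about 130% in these data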;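 further: 0% = background luminescence of wells with medium and substrate only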
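Detection: reporter luminescence signal / Assay system: STAT1-lacking human U3A cells, STAT3 luciferase reporter / Incubation: compound pre-incubation 1 h before IL-6, then 6 h stimulation at 37 °C / Control set: IL-6-only high control / Read-out: % activation relative to IL-6 control / Probe or stimulus: Interleukin-6, 33 ng/mL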
SRC2 TRFRET art: TR-FRET artefact, counter-screen to PPARgamma/SRC-2 agonist assay; active compounds read high; TR-FRET ratio at 8 µM; 200,000 compounds, 0.4% hits; in the data active means TR-FRET ratio above about 2000; further: inactives centre near 1500
ROMK primary: modulates human ROMK potassium channel activity | B-score at 10 µM | 130,000 compounds, 2% hits | Tet-inducible ROMK, thallium flux fluorescence; actives lie on both sides | AID 1918 | P48048;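 active means signal ratio slope over the read window, or its plate-corrected B-score, at least 3 SD from the plate mean, either direction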;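 further: B-score of the F/F0 ratio slope over 7 to 12 s after thallium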
RAM inhibit: inhibitors of the yeast RAM network; S. cerevisiae dse1pr::URA3 reporter, 5-FOA growth OD615, 2 d; analog-sensitive cbk1-as2 kinase mutant strain; inhibition, % at 50 µM; 190,000 compounds, 1.8% hits; AID 868;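 active means inhibition above a set limit, 3 SD over mean compound inhibition, cut at about 8.4% in these data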;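 further: 0% = DMSO-only wells with no growth and 100% = 10 µM 1-NA-PP1 full growth; inhibition rescues growth on 5-FOA so higher OD means more RAM inhibition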
S1P3 antag: antagonists of human S1P3 receptor; 170,000 compounds, 0.27% hits; AID 485; inhibition, % at 4.98 µM; CHO S1P3 NFAT-BLA reporter, FRET fluorescence, antagonist mode; Q99500;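 active means inhibition above the plate cutoff, the mean inhibition of test wells on that plate plus 3 SD, cut at about 28% in these data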;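 further: cells challenged with S1P at its EC80 of 0.8 µM; blue over green emission ratio from cleaved BLA substrate after 4 h stimulation; 0% = S1P-stimulated wells and 100% = unstimulated DMSO-only wells; some compounds past the cut are filed as inactive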
Target sequence (Q99500 whole entry, looked up): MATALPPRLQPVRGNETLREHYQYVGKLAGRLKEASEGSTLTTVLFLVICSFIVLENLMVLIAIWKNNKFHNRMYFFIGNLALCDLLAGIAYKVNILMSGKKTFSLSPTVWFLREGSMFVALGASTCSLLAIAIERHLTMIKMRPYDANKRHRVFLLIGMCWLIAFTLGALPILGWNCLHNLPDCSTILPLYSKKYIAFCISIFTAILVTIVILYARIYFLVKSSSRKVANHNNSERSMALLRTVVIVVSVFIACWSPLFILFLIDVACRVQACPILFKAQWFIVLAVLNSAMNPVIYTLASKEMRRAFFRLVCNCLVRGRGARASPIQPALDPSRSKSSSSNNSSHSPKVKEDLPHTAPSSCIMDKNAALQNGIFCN
* = called active by the depositor; / = not tested or not shown. No enrichment for hits; about 5.6% have a hit in one of these screens.

structure	PPARg SRC-3 ag	PPARg SRC2 recr	STAT3 blocker	TLR4-MyD88 BLA	STAT1 blocker	PPARg SRC1 recr	STAT3 act	SRC2 TRFRET art	ROMK primary	RAM inhibit	S1P3 antag
Cc1cc(NCCN(C)C)n2nc(-c3cccs3)cc2n1	8	13	4	-3	4	-3	100	1543	0.14	0.8	/
CCCC(=O)N1CCc2cc(OC)c(OC)cc2C1c1cc2cc3c(cc2[nH]c1=O)OCO3 (stereo not drawn)	-2	9	2	-20	1	6	101	1575	/	/	/
O=C1CSC(c2cccc([N+](=O)[O-])c2)N1CCN1CCCCC1 (stereo not drawn)	0	-1	6	6	-9	-9	98	1328	/	0.8	-13
CCc1ccccc1N1CSC2=C(C#N)C(c3ccccc3F)CC(=O)N2C1 (stereo not drawn)	15	2	-3	-2	-6	4	110	1509	/	3.6	0
Cc1cc(NC(=O)COC(=O)C2CCC2)no1	-5	1	-5	7	-5	4	106	1532	-0.18	1.2	-14
Cc1ccc(S(=O)(=O)O)c(C)c1N1CCCC1=O	-4	-1	-2	2	-4	-5	105	1531	/	-0.7	-14
Cc1ccc(NC(=S)NC(NC(=O)c2ccco2)C(Cl)(Cl)Cl)cc1 (stereo not drawn)	11	5	9	6	9	2	93	1631	-0.32	1.3	/
COC(=O)C1=C(N)OC2=C(C(=O)CC(C)(C)C2)C1c1ccoc1 (stereo not drawn)	14	4	8	10	-3	9	95	1776	0.21	-0.2	10
CO/N=C\CC(=O)Nc1ccc(Cl)cc1Cl	-2	1	4	12	-8	6	101	1706	2	0.9	1
C(=N\c1nccs1)/c1c[nH]c2ccccc12	-5	-6	-81	-1	13	-2	167*	1310	0.81	0.0	/
Cc1ccccc1CSCCNC(=O)CSCc1ccc([N+](=O)[O-])cc1	-3	5	2	-5	-2	5	98	1355	/	7.2	/
Cn1c(/C=C/c2ccccc2)nc2ccccc21	-1	3	89*	-4	75*	2	26	1611	-0.13	0.9	5
c1csc(Cc2nc3ccccc3[nH]2)c1	1	4	6	-1	-2	-6	99	1515	0.21	0.2	/
NC(=O)c1ccc(NC(=O)c2ccc(CN3CCOCC3)cc2)cc1	2	6	-4	-3	-3	-2	103	1641	0.59	0.0	/
Cn1c(=O)c(NCCc2ccccc2)c2c3c(cccc31)C(=O)c1ccccc1-2	24	7	7	39*	1	3	94	1721	/	4.3	/
CCN1CCCC1CNC(=O)Cn1cnc2ccc(S(=O)(=O)N3CCC(C)CC3)cc2c1=O (stereo not drawn)	0	3	6	-18	6	4	98	1648	/	-1.0	0
COc1ccc(-n2c(C)c(C(C)=O)c3cc(O)ccc32)cc1	-1	2	3	15	21	2	104	1402	0.69	3.2	/
COc1ccc(CC(=O)OCC(=O)Nc2ccc3c(c2)OCO3)cc1OC	0	4	0	-5	0	9	99	1634	-0.019	3.1	2
O=C(C(Cl)Cl)N1CCN(c2ccccn2)CC1	2	-6	19	-4	-7	1	85	1402	0.59	0.1	-3
O=C1N(c2ccc(Cl)cc2)C(c2ccccc2)N2CCCN12 (stereo not drawn)	0	11	0	-9	-3	4	103	1695	/	0.7	-28
COC(=O)c1cc(-c2ccc(OC)cc2)n[nH]1	5	2	3	12	-17	2	97	1504	-0.78	0.6	8
COc1cccc(N2CC(C(=O)Nc3c(C)cccc3C)CC2=O)c1 (stereo not drawn)	-20	-1	4	8	-3	-4	98	1549	0.53	3.5	-14
Cc1ccc(-c2nnn(CC(=O)N3CCN(c4nc5ccccc5s4)CC3)n2)cc1	2	7	20	3	-2	12	91	1436	-0.0024	5.3	-6
CCCCOC(=O)Nc1cc(C(=O)OC)ccc1C(=O)OC	-2	0	6	1	1	-7	101	1270	3.8*	2.6	-8
O=[N+]([O-])c1cccc(N/N=C/c2cccc(O)c2O)c1	5	-4	10	-15	-9	12	93	1729	0.18	3.3	-7
c1ccc(-c2ccccc2-n2cnnn2)cc1	-2	2	8	6	-11	-11	98	1417	0.0032	0.5	8
O=C(Cn1c2[n+](c3ccccc31)CC(O)CS2)c1ccccc1 (stereo not drawn)	1	-2	-2	7	-13	1	105	1504	/	1.0	1
N#C/C=C1\Sc2ccccc2C(=O)N1CC(=O)N1CCN(S(=O)(=O)c2ccccc2)CC1	0	4	8	3	-21	-1	98	1411	-0.16	3.2	-3
COc1ccc(N2C(=O)C3C4C=CC(C4)C3C2=O)nn1 (stereo not drawn)	10	10	10	6	-1	0	95	1556	/	0.2	-30
CCc1cc2c(=O)c(-c3nc4ccccc4n3C)c(C(C)C)oc2c(CN2CCN(C)CC2)c1O	-3	5	23	2	-3	8	84	1571	0.33	-0.2	-2

Entries listed above printed as active in TLR4-MyD88 BLA.
| smiles | PPARg SRC-3 ag | PPARg SRC2 recr | TLR4-MyD88 BLA | STAT1 blocker | PPARg SRC1 recr | STAT3 act | ROMK primary | RAM inhibit | S1P3 antag |
| --- | --- | --- | --- | --- | --- | --- | --- | --- | --- |
| Cn1c(=O)c(NCCc2ccccc2)c2c3c(cccc31)C(=O)c1ccccc1-2 | 24 | 7 | 39* | 1 | 3 | 94 | / | 4.3 | / |

Carrying on:
structure	PPARg SRC-3 ag	PPARg SRC2 recr	STAT3 blocker	TLR4-MyD88 BLA	STAT1 blocker	PPARg SRC1 recr	STAT3 act	SRC2 TRFRET art	ROMK primary	RAM inhibit	S1P3 antag
CCCc1cc(C(=O)Nc2sc(C(C)=O)c(C)c2C(=O)OCC)no1	-2	-3	11	-4	7	6	95	1605	/	2.1	-1
O=C1c2cccc(Cl)c2C(=O)c2c1cccc2N1CCCC1	10	-7	-29	14	8	2	137*	1487	/	/	/
O=C1CCCC(=O)N1c1ccc(N2CCN(c3ccc([N+](=O)[O-])cc3)CC2)c([N+](=O)[O-])c1	2	1	6	-9	1	3	98	1625	/	4.4	-4
Nc1cc(C(F)(F)F)ccc1N1CCOCC1	5	2	12	2	5	3	95	1786	1.5	2.4	9
COC(=O)CSc1ccc(S(=O)(=O)N2CCCCCC2)cc1[N+](=O)[O-]	-4	0	-14	-1	-1	-9	114	1383	0.0074	1.2	-5
Clc1ccccc1CSc1nncn1-c1cccnc1	1	-7	3	-15	0	-5	101	1525	-1.4	2.2	-9
CNc1nc2c(C)cccn2c(=O)c1C=NCc1ccccc1	1	3	18	6	-4	9	83	1318	0.33	2.8	/
C#CCOCCOCCOCCNc1nc(N2CCN(C(=O)[C@H]([C@@H](C)CC)n3cc([C@@H](N)CO)nn3)CC2)nc(N2CCN(C(=O)[C@H](Cc3ccc(O)cc3)n3cc([C@@H](N)CC(C)C)nn3)CC2)n1	1	10	/	-1	1	6	/	1648	/	1.4	-14
CCOC(=O)N1CCN(C(=O)c2cc(OCC)c(OCC)c(OCC)c2)CC1	3	-8	6	-7	-3	-10	99	1302	0.9	2.2	-11
Cc1cc(C(=O)NNC(=O)CCC2CCCCC2)c(C)o1	-3	-2	3	-3	-2	-6	102	1575	-0.28	-0.1	-13
CCc1sc(C(=O)N2CCc3ccccc32)cc1C	2	6	23	-6	-36	12	84	1680	-0.44	2.7	-6
CN(C1=C(N2CCOCC2)C(=O)c2ccccc2C1=O)c1ccccc1	0	12	-20	-1	-1	12	115	1711	-0.31	8.0	-6
Nc1[nH]nc2ncc3cc4ccccc4nc3c12	4	-5	38	-16	-43	5	72	1553	2.1	1.0	-7
O=S(=O)(/N=C/c1c(O)ccc2ccccc12)c1cccs1	5	8	-5	-7	-1	3	110	1528	0.94	-1.3	/
O=C1CCC(=O)N1c1ccc(NCCc2cccc(F)c2)c([N+](=O)[O-])c1	3	10	-2	-3	3	3	109	1662	-0.0083	4.5	4
CC1(C)CC(=O)C2=C(C1)N(c1cccc(O)c1)C1=C(C2)C(=O)CC(C)(C)C1	2	1	18	3	1	9	93	1796	/	1.6	-60
COc1ccc(CC(=O)N2N=C(C)CC2(O)c2cccnc2)cc1OC (stereo not drawn)	1	-2	17	4	-5	-6	88	1382	0.33	1.1	-4
COc1ccc(C(=O)NCCOc2cccc(OC)c2)cc1	0	-3	3	-3	-6	-2	101	1537	0.23	0.7	1
Cc1cc([N+](=O)[O-])cc2c1NC(=O)C2(O)N1CCOCC1 (stereo not drawn)	1	1	7	-4	2	6	104	1500	-0.56	0.5	-10
CCc1cc2c(=O)c(-c3cscn3)coc2c(CN(C)C)c1O	-1	4	-7	6	-3	-2	110	1546	1	-0.5	/
Cn1c(=O)oc2cc(S(=O)(=O)Nc3ccccc3)ccc21	-5	-4	2	-3	-2	-6	100	1535	-0.54	1.4	3
C/C(CCC(C)C)=N\NC(=O)COc1ccccc1-c1ccccc1	5	0	2	4	-1	5	103	1678	-1.5	4.0	-3
CCCCOC(=O)Nc1nnc(COc2ccccc2)s1	-3	2	3	3	2	0	103	1590	1.3	1.2	25
Cc1ccc(C)c(NC(=S)NC(NC(=O)N(C)C)C(Cl)(Cl)Cl)c1 (stereo not drawn)	7	4	-2	9	1	-2	107	1532	/	-0.6	/
COc1ccc(-n2c(O)c(C=NCC(c3ccco3)N3CCCC3)c3ccccc3c2=O)cc1OC (stereo not drawn)	2	-1	-1	-7	-9	-3	106	1586	0.18	0.5	5
CS(=O)(=O)c1ccc(C(=O)NCCN2C(=O)S/C(=C\c3cccnc3)C2=O)cc1[N+](=O)[O-]	-1	0	4	-4	-1	0	101	1622	-1	0.9	-5
COc1nccnc1NS(=O)(=O)c1ccc(N=Cc2c(C)[nH]n(-c3ccc(Cl)cc3)c2=O)cc1	5	-1	-5	7	-1	3	101	1634	/	3.9	-2
C/C(N)=C(/C#N)C(=O)CSc1n[nH]c(-c2ccccc2Br)n1	3	3	6	-17	1	9	99	1505	-0.32	0.0	/
NC(=O)COC(=O)c1ccc(-c2ccccc2)cc1	-3	-1	2	10	0	-1	100	1361	-0.6	1.6	3
O=C(NCc1ccc(Cl)c(Cl)c1)c1ccco1	-2	-1	-1	-10	-6	1	100	1522	/	0.5	0
N#CCSc1nnc(COc2cccc3ccccc23)n1-c1cccc(Cl)c1	-6	-3	11	-3	10	10	96	1681	-0.54	2.7	15
CCn1ncc(CN2CCN(Cc3ccc(OC)c(C)c3C)C(CCO)C2)c1C (stereo not drawn)	6	5	5	9	-6	6	96	1653	-0.57	2.5	-6
O=C(CN1C(=O)C2C3C=CC(C3)C2C1=O)NCCC1=CCCCC1 (stereo not drawn)	-10	-7	-4	-6	-4	-12	110	1361	0.3	1.2	-16
CCOC(=O)C1=C(c2ccccc2)OC(N)=C(C#N)C1c1ccc(Cl)s1 (stereo not drawn)	2	8	2	6	10	0	101	1621	/	6.9	/

Screening data: PubChem BioAssay, several laboratories
